Mtb BioA inh – blocks M. tuberculosis BioA enzyme activity; AID 602481; inhibition, % at 9.99 µM; purified M. tuberculosis BioA enzyme, plate reader; 0.096% of 360,000 active; in the data active = inhibition above about 40%
Active calls of the source: *. These rows are one share of the data; the hit share may differ from the screen's.

Start of the data: the first four entries (preview)
SMILES	Mtb BioA inh
C[C@H]1CN([C@@H](C)CO)C(=O)c2cccc(NC(=O)Nc3ccc(C(F)(F)F)cc3)c2O[C@H]1CN(C)C(=O)Nc1ccc(F)cc1	-1.6
C[C@@H]1CCCCO[C@H](CN(C)C(=O)Nc2ccc3c(c2)OCO3)[C@H](C)CN([C@H](C)CO)C(=O)c2cc(NC(=O)Nc3ccccc3)ccc2O1	-1.2
C[C@@H]1CN([C@@H](C)CO)C(=O)c2cc(NC(=O)Nc3ccccc3)ccc2O[C@H]1CN(C)Cc1ccc(C(=O)O)cc1	0.1
CC(C)CC#Cc1ccc2c(c1)O[C@@H](CN(C)C(=O)c1ccncc1)[C@H](C)CN([C@@H](C)CO)S2(=O)=O	5.0

Main list, previewed entries included:
SMILES	Mtb BioA inh
C[C@H]1CN([C@@H](C)CO)C(=O)c2cccc(NC(=O)Nc3ccc(C(F)(F)F)cc3)c2O[C@H]1CN(C)C(=O)Nc1ccc(F)cc1	-1.6
C[C@@H]1CCCCO[C@H](CN(C)C(=O)Nc2ccc3c(c2)OCO3)[C@H](C)CN([C@H](C)CO)C(=O)c2cc(NC(=O)Nc3ccccc3)ccc2O1	-1.2
C[C@@H]1CN([C@@H](C)CO)C(=O)c2cc(NC(=O)Nc3ccccc3)ccc2O[C@H]1CN(C)Cc1ccc(C(=O)O)cc1	0.1
CC(C)CC#Cc1ccc2c(c1)O[C@@H](CN(C)C(=O)c1ccncc1)[C@H](C)CN([C@@H](C)CO)S2(=O)=O	5.0
Cc1ccc(S(=O)(=O)N(C)C[C@H]2OCCCC[C@H](C)Oc3ccc(NC(=O)c4ccncc4)cc3C(=O)N([C@H](C)CO)C[C@H]2C)cc1	-0.8
O=C(C[C@H]1C=C[C@H](NC(=O)CC2CC2)[C@H](CO)O1)NCc1ccc(-c2ccccc2)cc1	0.0
C[C@@H]1CCCCO[C@H](CN(C)Cc2ccc(C(F)(F)F)cc2)[C@H](C)CN([C@H](C)CO)C(=O)c2cc(NC(=O)Cc3ccccc3)ccc2O1	-4.3
COc1ccc(C(=O)N2C[C@H]3[C@@H](c4ccccc42)[C@@H](CO)N3Cc2ccc(Cl)cc2)cc1	3.5
Cc1ccc(S(=O)(=O)N(C)C[C@@H]2Oc3cc(C#Cc4ccccc4)ccc3S(=O)(=O)N([C@@H](C)CO)C[C@H]2C)cc1	-1.1
CC(C)C#Cc1ccc2c(c1)O[C@@H](CN(C)C(=O)c1ccccn1)[C@H](C)CN([C@@H](C)CO)S2(=O)=O	-0.1
O=C(C[C@H]1CC[C@@H]2[C@H](COC[C@@H](O)CN2Cc2ccccc2)O1)NCc1ccccc1Cl	0.8
CN(C)CC(=O)Nc1ccc2c(c1)[C@H]1C[C@@H](CC(=O)NCc3cccnc3)O[C@@H](CO)[C@H]1O2	-2.7
CN1C(=O)c2cc(NC(=O)c3cccc(Cl)c3)ccc2OC[C@H]2O[C@H](CC(=O)NC3CCCCC3)CC[C@@H]21	16
Cc1ccc(S(=O)(=O)NCC[C@H]2CC[C@H](NC(=O)Nc3ccccc3F)[C@@H](CO)O2)cc1	1.3
N#C[C@H]1[C@H](c2ccc(C#CC3CCCCC3)cc2)[C@@H](CO)N1C(=O)Cc1ccccn1	1.3
O=C(C[C@H]1C[C@H]2c3cc(NS(=O)(=O)c4ccccc4)ccc3O[C@H]2[C@H](CO)O1)N1CCOCC1	-2.7
C[C@@H]1CN([C@H](C)CO)C(=O)c2cc(-c3cccc(C#N)c3)cnc2O[C@@H]1CN(C)Cc1ccc(F)cc1	-0.4
C[C@H]1CN([C@@H](C)CO)C(=O)c2cc(NC(=O)Nc3ccc4c(c3)OCO4)ccc2O[C@@H]1CN(C)Cc1ccc2c(c1)OCO2	0.8
COc1ccc(S(=O)(=O)Nc2ccc3c(c2)C(=O)N([C@H](C)CO)C[C@@H](C)[C@@H](CN(C)Cc2ccc(C(=O)O)cc2)O3)cc1	-3.3
Cc1ccccc1S(=O)(=O)N1CCCCN2[C@H](C1)[C@H](c1ccc(-c3cccc(F)c3)cc1)[C@@H]2CO	-0.1
C[C@@H]1CN([C@H](C)CO)C(=O)c2cc(Br)cnc2O[C@H]1CN(C)C(=O)C1CCOCC1	0.2
CC(=O)N(C)C[C@@H]1Oc2ncc(-c3cncnc3)cc2C(=O)N([C@H](C)CO)C[C@@H]1C	-0.3
O=C(NC1CCCC1)[C@@H]1[C@@H](CO)[C@@H]2Cn3c(ccc(-c4ccc(F)cc4)c3=O)[C@H]1N2Cc1cocn1	-2.2
C[C@H](O)C#Cc1cnc2c(c1)C(=O)N([C@@H](C)CO)C[C@@H](C)[C@@H](CN(C)C(=O)c1ccncc1)O2	1.0
C[C@H](CO)N1C[C@H](C)[C@H](CN(C)S(=O)(=O)CC(F)(F)F)OCc2ccccc2-c2c(n(C)c3ccccc23)C1=O	4.2
COc1ccc(NC(=O)N(C)C[C@@H]2Oc3c(NS(=O)(=O)c4ccc(C)cc4)cccc3C(=O)N([C@@H](C)CO)C[C@@H]2C)cc1	0.6
CCS(=O)(=O)Nc1ccc2c(c1)C(=O)N(C)[C@H]1CC[C@@H](CC(=O)NCCOC)O[C@H]1CO2	-2.3
COc1ccc(S(=O)(=O)Nc2ccc3c(c2)C(=O)N([C@@H](C)CO)C[C@H](C)[C@@H](CN(C)S(=O)(=O)c2ccc(Cl)cc2)O3)cc1	-2.6
C[C@@H]1CN([C@H](C)CO)C(=O)c2cc(NS(=O)(=O)c3cccs3)ccc2O[C@H]1CN(C)Cc1ccc(C(=O)Nc2ccccc2N)cc1	-0.4
C/C=C/c1ccc2c(c1)O[C@H](CN(C)C(=O)Nc1ccc(OC)cc1)[C@H](C)CN([C@@H](C)CO)S2(=O)=O	0.4
Cc1cccc(S(=O)(=O)N2C[C@H]3[C@@H](c4ccccc42)[C@H](CO)N3Cc2ccccn2)c1	-5.3
Cc1noc(C)c1NC(=O)N[C@H]1CC[C@H](CC(=O)N2CCN(C)CC2)O[C@@H]1CO	6.5
COc1cccc(S(=O)(=O)N2C[C@@H](O)COC[C@H]3O[C@@H](CC(=O)N4CCCCC4)CC[C@@H]32)c1	-1.8
C[C@@H]1CN([C@@H](C)CO)C(=O)Cc2cc(NC(=O)c3ccncc3)ccc2O[C@@H]1CN(C)Cc1ccc(C(=O)O)cc1	-2.1
CC(C)CC#Cc1ccc2c(c1)O[C@H](CN(C)C(=O)c1cccc(F)c1)[C@H](C)CN([C@H](C)CO)S2(=O)=O	-1.7
O=C(C[C@H]1CC[C@@H]2[C@H](COC[C@@H](O)CN2C(=O)Nc2ccc(F)cc2)O1)NCc1ccncn1	0.5
C[C@@H]1CN([C@@H](C)CO)C(=O)c2cccc(NC(=O)c3ccncc3)c2O[C@@H]1CN(C)S(C)(=O)=O	-3.0
COC(=O)C[C@H]1C=C[C@H](NS(=O)(=O)c2ccc(OC)cc2)[C@H](CO)O1	0.5
O=C(C[C@H]1C[C@H]2c3cc(NS(=O)(=O)c4ccc(F)cc4)ccc3O[C@H]2[C@H](CO)O1)N1CCc2ccccc2C1	-3.5
C[C@H]1CN([C@@H](C)CO)C(=O)Cc2cc(NS(C)(=O)=O)ccc2O[C@H]1CN(C)CC1CC1	0.6
C[C@@H]1CN([C@@H](C)CO)C(=O)Cc2cc(NC(=O)Nc3ccc(F)cc3)ccc2O[C@H]1CN(C)CC1CC1	1.5
CCCNC(=O)C[C@@H]1CC[C@@H]2[C@@H](COc3ccc(NC(=O)c4cc(C)on4)cc3C(=O)N2C)O1	-2.0
Cc1noc(C)c1NC(=O)N(C)C[C@@H]1OCc2ccccc2-c2ccccc2C(=O)N([C@@H](C)CO)C[C@@H]1C	1.5
C[C@H](CO)N1C[C@H](C)[C@H](CN(C)CC2CC2)Oc2ccc(NC(=O)CCC(F)(F)F)cc2C1=O	0.3
C[C@@H]1CN([C@@H](C)CO)S(=O)(=O)c2ccc(C3=CCCCC3)cc2O[C@@H]1CN(C)C(=O)Nc1ccc2c(c1)OCO2	-1.7
COc1ccc(CN(C)C[C@H]2OCCCC[C@@H](C)Oc3ccc(NS(=O)(=O)c4ccc(OC)cc4)cc3C(=O)N([C@@H](C)CO)C[C@H]2C)cc1	1.2
Cc1ccc(S(=O)(=O)Nc2ccc3c(c2)CC(=O)N([C@@H](C)CO)C[C@@H](C)[C@H](CN(C)Cc2ccc(Cl)c(Cl)c2)O3)cc1	-0.3
C[C@@H]1CCCCO[C@@H](CN(C)C(=O)CCCN(C)C)[C@@H](C)CN([C@H](C)CO)C(=O)c2cc(NS(C)(=O)=O)ccc2O1	-1.4
C[C@H](CO)N1C[C@H](C)[C@@H](CN(C)S(C)(=O)=O)Oc2ccc(NS(C)(=O)=O)cc2C1=O	-0.4
CNC(=O)C[C@@H]1CC[C@H]2[C@H](COc3ccc(NC(=O)c4ccc(C(F)(F)F)cc4)cc3C(=O)N2C)O1	0.4
O=S(=O)(c1ccc(F)cc1)N1CC[C@H]2[C@H](CO)Nc3ccc(-c4ccccc4F)cc3[C@H]21	0.9
CN1C(=O)c2cc(NC(=O)c3cccc(F)c3)ccc2OC[C@H]2O[C@H](CC(=O)NCc3ccccc3)CC[C@H]21	2.1
O=S(=O)(c1ccc(F)cc1)N1CCCCN2[C@@H](CO)[C@@H](c3ccc(C4=CCCCC4)cc3)[C@@H]2C1	-3.1
Cn1cnc(S(=O)(=O)N2CCCCN3[C@H](C2)[C@@H](c2ccc(C#CC4CC4)cc2)[C@@H]3CO)c1	1.7
COC(=O)C[C@@H]1CC[C@H]2[C@@H](COc3ccc(NC(=O)c4cc(F)cc(F)c4)cc3C(=O)N2C)O1	0.5
CNC[C@H]1Oc2c(NS(=O)(=O)c3ccc(Cl)cc3)cccc2C(=O)N([C@@H](C)CO)C[C@H]1C	-3.1
CC=Cc1ccc2n(c1=O)C[C@H]1[C@H](CO)[C@@H](C(=O)N(C)C)N(CC3CCCCC3)[C@@H]21 (mixture of isomers)	0.1
CC1C=NC(S(=O)(=O)N2CC[C@H]3[C@@H](CO)N(C)c4ccc(-c5ccccc5F)cc4[C@H]32)=N1 (stereo partly drawn)	-0.5
C[C@H](NC(=O)C[C@H]1CC[C@@H]2[C@H](COC[C@@H](O)CN2C)O1)c1ccccc1	-1.2
C[C@@H]1CN([C@H](C)CO)S(=O)(=O)c2ccc(C3=CCCCC3)cc2O[C@@H]1CN(C)C(=O)C1CCOCC1	0.9

(continued)
SMILES	Mtb BioA inh
Cc1noc(C)c1NC(=O)Nc1ccc2c(c1)C(=O)N([C@@H](C)CO)C[C@H](C)[C@@H](CN(C)Cc1ccc(Cl)c(Cl)c1)OCCCC[C@H](C)O2	-3.7
C[C@H](CO)N1C[C@H](C)[C@@H](CN(C)Cc2ccc(C(F)(F)F)cc2)OCCCC[C@H](C)Oc2ccc(NS(=O)(=O)c3ccc(F)cc3)cc2C1=O	3.6
C[C@@H]1CN([C@H](C)CO)C(=O)Cc2cc(NS(=O)(=O)c3cn(C)cn3)ccc2O[C@@H]1CN(C)Cc1ccc(Oc2ccccc2)cc1	1.2
CC(=O)N(C)C[C@H]1[C@H](c2ccc(-c3cccc(C#N)c3)cc2)[C@@H](CO)N1C(C)=O	0.6
C[C@@H]1CCCCO[C@H](CN(C)Cc2ccccc2)[C@@H](C)CN([C@@H](C)CO)C(=O)c2cc(NS(=O)(=O)c3ccc(F)cc3)ccc2O1	2.3
CC(C)NC(=O)Nc1ccc2c(c1)CC(=O)N([C@H](C)CO)C[C@H](C)[C@@H](CN(C)C(=O)Nc1ccc3c(c1)OCO3)O2	-3.8
Cc1ccc(S(=O)(=O)N(C)C[C@H]2Oc3ncc(Br)cc3C(=O)N([C@@H](C)CO)C[C@H]2C)cc1	3.5
CCN1[C@@H]2Cn3c(ccc(-c4ccncc4)c3=O)[C@H]1[C@@H](C(=O)NCc1ccccc1)[C@@H]2CO	0.1
O=C(NCc1ccccc1Cl)[C@@H]1[C@@H](CO)[C@@H]2Cn3c(cccc3=O)[C@@H]2N1C(=O)C1CCOCC1	0.5
COCCNC(=O)c1cc2c(c(-c3cccc(-c4cccc(OC)c4)c3)n1)[C@@H](CCO)N(S(=O)C(C)(C)C)C2 (stereo partly drawn)	5.0
COc1ccc(NC(=O)Nc2ccc3c(c2)C(=O)N([C@H](C)CO)C[C@@H](C)[C@H](CN(C)S(=O)(=O)c2ccc(OC)cc2)O3)cc1	0.9
O=C(C[C@@H]1C[C@@H]2c3cc(NC(=O)CC4CC4)ccc3O[C@@H]2[C@H](CO)O1)NCc1ccccc1	-1.7

Retrieved by structure from the entries so far:
SMILES	Mtb BioA inh
C[C@@H]1CN([C@@H](C)CO)C(=O)c2cc(NC(=O)Nc3ccccc3)ccc2O[C@H]1CN(C)Cc1ccc(C(=O)O)cc1	0.1
COC(=O)C[C@H]1C=C[C@H](NS(=O)(=O)c2ccc(OC)cc2)[C@H](CO)O1	0.5
CC(C)CC#Cc1ccc2c(c1)O[C@H](CN(C)C(=O)c1cccc(F)c1)[C@H](C)CN([C@H](C)CO)S2(=O)=O	-1.7
C[C@@H]1CN([C@H](C)CO)S(=O)(=O)c2ccc(C3=CCCCC3)cc2O[C@@H]1CN(C)C(=O)C1CCOCC1	0.9

Next compounds follow.
SMILES	Mtb BioA inh
CCCNC(=O)C[C@H]1C[C@H]2c3cc(NC(=O)Nc4ccc(OC)cc4)ccc3O[C@H]2[C@@H](CO)O1	-1.8
COCC(=O)Nc1ccc2c(c1)[C@H]1C[C@H](CC(=O)NCc3cc(F)ccc3F)O[C@H](CO)[C@H]1O2	-1.6
Cc1noc(C)c1NC(=O)N(C)C[C@@H]1Oc2ncc(C#CCN(C)C)cc2C(=O)N([C@@H](C)CO)C[C@@H]1C	4.2
C[C@H]1CN([C@@H](C)CO)C(=O)c2cc(NS(=O)(=O)c3ccc(Cl)cc3)ccc2O[C@H]1CN(C)CC1CC1	-3.6
C[C@@H]1CN([C@H](C)CO)C(=O)c2cc(-c3cncnc3)cnc2O[C@H]1CN(C)Cc1ccc(F)cc1	-0.1
C[C@H]1CN([C@@H](C)CO)C(=O)CCCn2cc(nn2)CO[C@H]1CN(C)S(=O)(=O)c1cccc(F)c1	-1.3
